S100A4 MyoIIA: inhibitors of human S100A4 binding to myosin IIA peptide; P26447; S100A4/TAMRA-MyoIIA peptide fluorescence polarization; inhibition, % at 10.7 µM; 360,000 compounds, 0.14% hits; AID 652163;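 active = mean inhibition of at least 70% across replicates, with every replicate also reaching that level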
Target sequence (P26447 whole entry, looked up): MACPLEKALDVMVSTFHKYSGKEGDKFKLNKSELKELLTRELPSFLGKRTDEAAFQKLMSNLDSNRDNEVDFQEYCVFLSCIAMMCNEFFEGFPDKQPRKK
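Test system: S100A4 monomer protein; Medium: HEPES pH 7.2 with CaCl2, KCl, NaCl, DTT, Triton; Probe or stimulus: TAMRA-labelled myosin IIA heavy-chain peptide probe, 5 nM; Doses: one dose per compound; Times: polarization read 5 min after assay mix addition, stable 5–60 min; Benchmarks: neutral control DMSO, positive control TFP.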
FN deposition inh: fibronectin deposition inhibition; inhibition, % at 12.6 µM; 350,000 compounds, 0.086% hits; AID 743247; AH1F fibroblasts, Alexa488-fibronectin deposition fluorescence, overnight;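 active = mean inhibition across replicates of 30% or more, regardless of how many single replicates reach that level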;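 also: positive control wells lacked labelled fibronectin entirely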
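material = AH1F fibroblast monolayer depositing Alexa488-labelled fibronectin into matrix | amount = 10000 AH1F cells/well | buffer or medium = DMEM plus 2% serum, read in PBS | incubation = 1 h cell adhesion before compound, then overnight fibronectin incubation | detection = fluorescence at 485 nm excitation, 525 nm emission | evaluation = percent inhibition as loss of matrix-bound fibronectin fluorescence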
RAD54 branch: blocks human RAD54 Holliday junction branch migration. Q92698. FAM/BHQ fluorescence. inhibition, % at 10.4 µM. 360,000 compounds, 0.14% hits;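 active = mean normalized replicate activity at least 40 and at least half of replicates scoring 40 or more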;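 also: 0% = median of neutral control wells and 100% = median of positive control wells; inhibitors cause a drop in the FAM fluorescence signal; in these data hits start at about 50%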
Target sequence (Q92698 whole entry, looked up): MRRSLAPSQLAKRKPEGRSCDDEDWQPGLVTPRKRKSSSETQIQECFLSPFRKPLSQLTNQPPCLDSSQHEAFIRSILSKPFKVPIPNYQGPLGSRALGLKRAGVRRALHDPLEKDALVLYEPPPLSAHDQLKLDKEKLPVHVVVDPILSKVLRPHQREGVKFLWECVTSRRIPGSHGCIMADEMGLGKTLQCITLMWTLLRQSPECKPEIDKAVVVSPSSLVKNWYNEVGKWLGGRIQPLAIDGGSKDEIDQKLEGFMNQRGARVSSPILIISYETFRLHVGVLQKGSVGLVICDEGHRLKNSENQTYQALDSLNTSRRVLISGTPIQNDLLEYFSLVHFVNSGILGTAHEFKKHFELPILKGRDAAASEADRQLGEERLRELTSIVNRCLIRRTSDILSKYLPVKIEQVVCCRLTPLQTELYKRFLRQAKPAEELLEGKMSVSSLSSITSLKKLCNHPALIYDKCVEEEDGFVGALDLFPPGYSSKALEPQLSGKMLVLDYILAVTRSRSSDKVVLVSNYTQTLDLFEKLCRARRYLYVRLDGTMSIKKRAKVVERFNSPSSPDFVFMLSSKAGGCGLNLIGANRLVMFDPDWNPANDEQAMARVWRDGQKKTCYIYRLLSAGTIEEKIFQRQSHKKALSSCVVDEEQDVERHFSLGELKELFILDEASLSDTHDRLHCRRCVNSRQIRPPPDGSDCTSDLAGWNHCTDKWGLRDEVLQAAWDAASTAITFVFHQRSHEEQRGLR
XiGFP reactiv: activators of X-chromosome reactivation in mouse fibroblasts | XiGFP mouse fibroblasts, % GFP-positive cells imaging, 3 d; cells co-treated with 5-aza-dC sensitizer; scaled so ellipticine positive control = 100% | activation, % at 7.58 µM | 360,000 compounds, 0.055% hits | AID 743238;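 active = mean normalized replicate activation at least 10% and every replicate at or above 10%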;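 also: 0% = median of on-plate neutral control wells and 100% = ellipticine 6 µM median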
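Material: SV40-immortalized XiGFP fibroblast cells, line 68-5-11 | Buffer or medium: DMEM containing 5-aza-dC | Dosing: One concentration, pinned | Times: 3 d treatment, 15 min room-temperature fixation | Controls: Ellipticine 6 µM positive control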
esBAF inh: blocks esBAF chromatin remodeling in mouse ES cells; AID 602393; reporter increase, % at 12.5 µM; 350,000 compounds, 2% hits; Bmi1-luciferase knock-in reporter, 24 h; 100% = twice the neutral-well signal; in the data active = activation above about 40%;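 also: 0% = median of the plate's neutral control wells and 100% = double that signal; a rise in the Bmi1 reporter signal indicates esBAF inhibition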
EWS-Fli inh: inhibitors of EWS/Fli oncoprotein transcriptional activity; A673 NR0B1-luciferase reporter, viability-normalised; inhibition, % at 12.6 µM; 350,000 compounds, 0.67% hits;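 active = mean inhibition of at least 50% after viability correction, with every replicate also passing that limit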;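 also: firefly luciferase signal divided by Alamar Blue viability fluorescence both relative to DMSO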
RAD52 anneal inh: inhibitors of human RAD52 DNA annealing; recombinant RAD52 DNA annealing, FRET fluorescence; inhibition, % at 18.7 µM; 360,000 compounds, 0.46% hits;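 active = every replicate showing at least 50% inhibition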
E-sel inducer: E-selectin induction on HUVECs; activation, % at 7.58 µM; 260,000 compounds, 0.37% hits; HUVEC E-selectin immunofluorescence imaging; normalized: neutral wells 0, TNF-alpha wells 100;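 active = mean E-selectin-positive cell signal at least 10% of the positive control, reached in at least 60% of replicates, without over 20% cell loss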;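 also: in these data hits start at about 27%; measured in HUVEC primary endothelial cells; signal is the percent of cells scored E-selectin positive by PE staining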
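assay system = HUVEC, human umbilical vein endothelial cells | input = 3,000 HUVEC seeded per well | medium = EGM-2 growth medium on 0.1% gelatin-coated wells | dosing = one compound dose added by pin transfer | signal = immunofluorescence imaging | read-out basis = % PE-positive cells | control set = TNF-alpha, DMSO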
Numbers without * were called inactive; nt = no result given.

SMILES	S100A4 MyoIIA	FN deposition inh	RAD54 branch	XiGFP reactiv	esBAF inh	EWS-Fli inh	RAD52 anneal inh	E-sel inducer
Cc1ccc(-c2n[nH]c(=S)n2/N=C/c2ccc(C(=O)O)cc2)cc1	4	1	2	0.0	-1	2	-13	-0.2
Cc1c(C(=O)NCc2ccco2)oc2c(F)cccc12	0	nt	1	0.1	-3	5	-14	0.1
COc1ccc(S(=O)(=O)Nc2ccccc2N2CCOCC2)cc1[N+](=O)[O-]	4	4	nt	0.1	nt	2	-12	13
CC(=O)c1c(C)[nH]c(C(=O)COC(=O)c2cccnc2Cl)c1C	-4	3	0	0.0	52*	-28	2	0.0
Cc1ccc(-c2nnc(Nc3ccc(O)cc3)c3ccccc23)cc1S(=O)(=O)NCCO	-2	8	18	0.0	2	-4	0	0.0
Cc1cc(-n2nc(C)cc2C)nc(NS(=O)(=O)c2ccccc2Cl)n1	nt	3	-16	nt	-6	nt	nt	0.2
C[C@H]1CN([C@@H](C)CO)C(=O)c2cc(/C=C/c3ccccc3)cnc2O[C@H]1CN(C)S(C)(=O)=O	18	4	-3	-0.3	-2	-2	10	-2.4
COc1ccc(-c2c(NC(=O)c3ccco3)oc3ccccc3c2=O)cc1OC	-4	nt	2	nt	5	4	-5	nt
O=C(CCN1CCOCC1)NNC(=O)/C(=C/c1ccccc1)NC(=O)c1ccccc1	1	-3	nt	0.0	nt	6	-6	0.8
Cc1ccc(C(=O)NC(=S)NNS(=O)(=O)c2ccccc2)cc1	-3	-21	nt	0.0	nt	10	-28	nt
O=C(c1cccnc1)N1CCCCN2[C@@H](CO)[C@H](c3ccc(C#Cc4ccccc4)cc3)[C@@H]2C1	0	nt	2	nt	nt	7	49	nt
CCN(CC)c1ccc(NC(=O)c2ccc(=O)[nH]c2)cc1S(=O)(=O)Nc1ccc(OC)cc1	-6	3	-4	-0.1	-8	12	-2	nt
O=C(CN1CCN(Cc2ccc(F)cc2)CC1)NCc1ccccc1	-14	7	3	0.0	-12	6	-8	0.0
O=C(CN1CCN(c2ncccn2)CC1)N(Cc1ccccc1)c1ccc(F)cc1	3	nt	-12	nt	-8	9	3	nt
Cc1ccc(C(=O)NCC(=O)OCC(=O)Nc2cc(S(=O)(=O)N3CCOCC3)ccc2Cl)s1	4	9	8	-0.1	1	-1	-6	nt
Nc1c(C(=O)Nc2ccc3c(c2)OCCO3)nnn1Cc1cccc(Br)c1	0	-8	nt	0.3	55*	-93	-8	1.1
CC=Cc1ccc2n(c1=O)C[C@H]1[C@H](CO)[C@@H](C(=O)NCC(F)(F)F)[C@@H]2N1C(=O)CC (mixture of isomers)	-4	nt	4	0.1	-5	2	-2	0.0
CCOc1ccc(-n2c(=S)sc3c(=O)[nH]c(SCC(=O)N4CCC(C)CC4)nc32)cc1	-17	-1	4	nt	3	nt	-51	nt
Cc1cc(NC(=O)COC(=O)C2CC(=O)N(c3cccc(Cl)c3)C2)no1 (stereo unspecified)	8	2	-9	-0.1	-7	25	-5	0.0
O=C(C[C@@H]1CC[C@H]2[C@@H](COC[C@H](O)CN2Cc2cccc(-c3ccncc3)c2)O1)N1CCCCC1	5	-2	-5	0.0	8	-4	-5	0.0
Nn1c(-c2ccc(F)cc2)nc2ccccc2c1=O	0	-15	2	0.1	5	-16	-10	nt
CCCNC(=O)COC(=O)C1CCN(S(=O)(=O)c2ccc3c(c2)OCCO3)CC1	2	1	-7	0.2	nt	-1	-7	nt
Cc1ccc(-c2cc(C(F)F)nc(S(C)(=O)=O)n2)cc1	4	7	4	0.1	4	-6	-11	nt
CCOc1cc(C(=O)Nc2ccc3c(c2)OCO3)ccc1OC(F)F	2	nt	15	nt	31	-25	-8	nt
OC(COC(c1ccc(F)cc1)c1ccc(F)cc1)CN1CCc2ccccc2C1 (stereo unspecified)	2	-3	10	0.1	-8	7	27	0.0
Following part
SMILES	S100A4 MyoIIA	FN deposition inh	RAD54 branch	XiGFP reactiv	esBAF inh	EWS-Fli inh	RAD52 anneal inh	E-sel inducer
O=C(Nc1ccc(Cl)cc1)N[C@@H]1CC[C@@H](CCn2cc(C3(O)CCCC3)nn2)O[C@@H]1CO	3	nt	-8	0.4	7	-12	-2	0.2
Cc1noc(C)c1NC(=O)Nc1ccc2c(c1)C(=O)N([C@H](C)CO)C[C@@H](C)[C@H](CN(C)S(=O)(=O)c1cccs1)OCCCC[C@H](C)O2	-12	-17	5	0.0	2	-4	-23	0.0
Cc1ccc(NC(=O)CN2C(=O)NC3(CCCc4ccccc43)C2=O)c(C)c1 (stereo unspecified)	-2	0	5	0.2	-3	3	-7	2.1
C=C(c1cn(C(C)=O)c2ccccc12)c1cn(C(C)=O)c2ccccc12	-4	nt	-4	-0.1	5	11	-14	0.9
COc1ccc(C(C)(C)C)cc1NC(=O)c1cc(S(=O)(=O)N(C)C)ccc1N1CCCC1	3	8	-1	0.0	nt	5	-7	2.6
Cc1ccc(NC(=O)C(C)N2C(=O)c3ccccc3C2=O)c(C)c1 (stereo unspecified)	-3	-3	-6	0.0	-4	3	-5	nt
COc1ccc(CN2CCNC(=O)C2CC(=O)NCc2csc(C)n2)c(F)c1 (stereo unspecified)	-4	4	8	0.1	-9	-9	-15	nt
CCCCNc1ccc(C(=O)O)cc1	-3	-3	-3	1.6	0	3	-7	0.1
CCN(CC)S(=O)(=O)c1cccc(NC(=O)CN(C)C2CCCCC2)c1	-4	-4	nt	0.2	nt	-3	-7	2.6
O=C(c1nc2ccc(Cl)cn2c1CNCCn1ccnc1)N1CCCCCCC1	6	5	-10	0.2	-1	8	-38	0.2
Cc1nnc(SCC(=O)Nc2nonc2C)s1	11	-5	-13	0.0	-1	-3	2	0.0
Nc1[nH]c(C(=O)c2ccccc2)c(-c2ccccc2Br)c1C(=O)c1ccccc1	-2	-15	nt	-0.1	nt	6	-23	0.1
O=C(CC1CC1)N1[C@H](CO)[C@H](c2ccccc2)C12CN(S(=O)(=O)c1ccccc1)C2	8	nt	nt	0.1	nt	4	-17	0.0
CCCN(C)C[C@H]1OCc2cn(nn2)CCCC(=O)N([C@@H](C)CO)C[C@H]1C	-12	-8	-8	-0.1	-7	2	10	0.3
C[C@H]1CN([C@@H](C)CO)C(=O)Cc2cc(NS(C)(=O)=O)ccc2O[C@@H]1CN(C)C(=O)Nc1ccccc1	-4	-10	-16	-0.8	4	0	12	-8.7
Cc1noc(C)c1S(=O)(=O)Nc1ccc2c(c1)C(=O)N([C@H](C)CO)C[C@H](C)[C@@H](CN(C)Cc1ccc(C(=O)Nc3ccccc3N)cc1)O2	5	-8	nt	0.5	nt	0	7	0.1
COc1cccc(S(=O)(=O)N(C)C[C@H]2Oc3ncc(C#CCN(C)C)cc3C(=O)N([C@H](C)CO)C[C@H]2C)c1	0	nt	-7	-1.1	-3	-5	-9	0.0
O=C(C[C@@H]1CC[C@H](NC(=O)Nc2ccccc2F)[C@H](CO)O1)NCc1ccc(-c2ccccc2)cc1	-1	nt	nt	0.3	nt	9	-9	-0.4
CCC(=O)NC[C@H]1N[C@H](CO)[C@@H]1c1ccc(-c2cccc(C#N)c2)cc1	4	12	-1	0.2	-10	9	-160	-0.1
C[C@H](CO)N1C[C@H](C)[C@H](CN(C)C(=O)Nc2ccc3c(c2)OCO3)Oc2ccc(NC(=O)Nc3cccc4ccccc34)cc2CC1=O	8	nt	3	-0.2	8	-4	8	0.0
COc1ccc(-c2cnc3c(c2)C(=O)N([C@@H](C)CO)C[C@H](C)[C@@H](CN(C)C(=O)Cc2ccncc2)O3)cc1	-4	nt	-11	0.2	4	1	0	-0.2
CCOc1ccc(C(=O)Nc2ccc(N3CCN(C)CC3)cc2)cc1	1	-2	1	0.0	11	-34	-10	-0.1
O=C1NC[C@H](c2ccccc2)OC(=O)[C@H](Cc2ccc(F)cc2)C/C=C\C[C@H]1CC(=O)N(CCO)Cc1ccccc1	0	11	-3	0.1	10	24	3	-0.1
COc1ccccc1NC(=O)NCCCCc1ccccc1	-3	6	5	0.3	7	-11	-6	nt
CO[C@H](CN(C)C(=O)C1CCOCC1)[C@@H](C)CN(C(=O)Nc1ccc(F)cc1)[C@@H](C)CO	-28	7	-4	-0.1	0	-6	-5	-0.1

Shown with values under each structure: entries from further up.
Fields – S100A4 MyoIIA	FN deposition inh	RAD54 branch	XiGFP reactiv	esBAF inh	EWS-Fli inh	RAD52 anneal inh	E-sel inducer
> O=C(Nc1ccc(Cl)cc1)N[C@@H]1CC[C@@H](CCn2cc(C3(O)CCCC3)nn2)O[C@@H]1CO
→ 3	nt	-8	0.4	7	-12	-2	0.2
> Cc1noc(C)c1NC(=O)Nc1ccc2c(c1)C(=O)N([C@H](C)CO)C[C@@H](C)[C@H](CN(C)S(=O)(=O)c1cccs1)OCCCC[C@H](C)O2
→ -12	-17	5	0.0	2	-4	-23	0.0
> Cc1ccc(NC(=O)CN2C(=O)NC3(CCCc4ccccc43)C2=O)c(C)c1 (stereo unspecified)
→ -2	0	5	0.2	-3	3	-7	2.1
> C=C(c1cn(C(C)=O)c2ccccc12)c1cn(C(C)=O)c2ccccc12
→ -4	nt	-4	-0.1	5	11	-14	0.9
> COc1ccc(C(C)(C)C)cc1NC(=O)c1cc(S(=O)(=O)N(C)C)ccc1N1CCCC1
→ 3	8	-1	0.0	nt	5	-7	2.6
> Cc1ccc(NC(=O)C(C)N2C(=O)c3ccccc3C2=O)c(C)c1 (stereo unspecified)
→ -3	-3	-6	0.0	-4	3	-5	nt
> COc1ccc(CN2CCNC(=O)C2CC(=O)NCc2csc(C)n2)c(F)c1 (stereo unspecified)
→ -4	4	8	0.1	-9	-9	-15	nt
> CCCCNc1ccc(C(=O)O)cc1
→ -3	-3	-3	1.6	0	3	-7	0.1
> CCN(CC)S(=O)(=O)c1cccc(NC(=O)CN(C)C2CCCCC2)c1
→ -4	-4	nt	0.2	nt	-3	-7	2.6
> O=C(c1nc2ccc(Cl)cn2c1CNCCn1ccnc1)N1CCCCCCC1
→ 6	5	-10	0.2	-1	8	-38	0.2
> Cc1nnc(SCC(=O)Nc2nonc2C)s1
→ 11	-5	-13	0.0	-1	-3	2	0.0
> Nc1[nH]c(C(=O)c2ccccc2)c(-c2ccccc2Br)c1C(=O)c1ccccc1
→ -2	-15	nt	-0.1	nt	6	-23	0.1

Bioassay records: PubChem BioAssay, Broad Institute
